S1P1 ag-PAM: activates or potentiates agonism at human S1P1 receptor | P21453 | S1P1 CRE-bla cells, forskolin, beta-lactamase FRET, potentiator mode; S1P1 agonist co-added at EC20, 2 nM; 100% = saturating reference agonist, 0% = basal | activation, % at 9.5 µM | 56,000 tested, 0.57% active | AID 449;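 active = activation above a cutoff set at the mean activation of all tested compounds plus 3 SD, cut at about 54% in these data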;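 note: forskolin at 4 µM as EC80 and the EC20 agonist is SEW2871; 100% = SEW2871 at its EC100 plus forskolin at EC80; some compounds past the cut are filed as inactive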
Target sequence (P21453 whole entry, looked up): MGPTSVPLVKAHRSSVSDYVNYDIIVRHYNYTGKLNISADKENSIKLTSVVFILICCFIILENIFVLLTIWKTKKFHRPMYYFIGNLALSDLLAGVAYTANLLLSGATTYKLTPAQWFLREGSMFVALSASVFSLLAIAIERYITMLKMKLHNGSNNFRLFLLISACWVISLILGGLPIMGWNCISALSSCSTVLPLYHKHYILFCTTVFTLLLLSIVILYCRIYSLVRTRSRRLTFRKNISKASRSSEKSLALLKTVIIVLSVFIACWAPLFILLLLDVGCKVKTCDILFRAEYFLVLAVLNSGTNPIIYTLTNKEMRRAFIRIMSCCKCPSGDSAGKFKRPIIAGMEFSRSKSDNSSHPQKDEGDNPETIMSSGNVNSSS
5HT1E antag: antagonists of human 5-HT1E serotonin receptor; P28566; inhibition, % at 6 µM; AID 571; 65,000 tested, 0.99% active; CHO 5-HT1E Ga15 NFAT-bla reporter, FRET, antagonist;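 active = inhibition above a set limit, the mean inhibition across every tested compound plus 3 SD, cut at about 29% in these data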;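 note: signal is the 460 over 535 nm emission ratio of beta-lactamase substrate; 0% = agonist plus DMSO wells and 100% = wells without agonist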
Target sequence (P28566 whole entry, looked up): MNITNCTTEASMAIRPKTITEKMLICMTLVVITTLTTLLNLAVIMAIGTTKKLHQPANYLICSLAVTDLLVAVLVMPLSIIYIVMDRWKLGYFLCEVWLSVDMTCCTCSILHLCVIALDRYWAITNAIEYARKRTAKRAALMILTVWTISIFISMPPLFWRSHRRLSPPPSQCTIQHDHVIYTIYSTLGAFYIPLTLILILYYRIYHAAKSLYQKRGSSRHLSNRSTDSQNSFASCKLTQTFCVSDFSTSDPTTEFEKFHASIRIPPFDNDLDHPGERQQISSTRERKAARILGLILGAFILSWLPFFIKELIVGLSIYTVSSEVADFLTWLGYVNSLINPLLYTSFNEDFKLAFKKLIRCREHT
S1P3 agonist: S1P3 (human) receptor agonism | 60,000 tested, 0.1% active | activation, % at 4.5 µM | S1P3 NFAT-BLA reporter cells, FRET ratio; relative to 1 µM S1P, basal subtracted;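 active = activation above the screen-wide mean plus 3 SD, cut at about 4.5% in these data, passing the limit was not always enough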; note: some compounds called inactive have numbers as strong as hits
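Assay system: CHO cells stably expressing human S1P3, Gα16 and NFAT-β-lactamase reporter. Timing: overnight plating, 4 h compound 37 °C, 2 h substrate RT. Signal: β-lactamase FRET emission ratio 460/535 nm. Measure: percent activation versus median 1 µM S1P response, basal-subtracted, per plate. Repeats: primary screen single test, confirmation screen in triplicate.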
5HT1a antag: 5-HT1a (human) receptor antagonism | CHO 5-HT1a Ga15 NFAT-bla reporter, antagonist mode | inhibition, % at 10 µM | 62,000 tested, 0.68% active;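 active = inhibition above the mean of all tested compounds plus 3 SD, cut at about 43% in these data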;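 note: receptor stimulated by 5-CT agonist at 100 nM near EC80; beta-lactamase reporter measured by ratiometric fluorescence of a cleavable substrate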
HTR1E agonist: agonists of human 5-HT1E serotonin receptor; activation, % at 6 µM; CHO 5-HT1E Ga15 NFAT-bla reporter, FRET; 0% DMSO wells, 100% control agonist wells; P28566; 65,000 tested, 0.69% active; AID 574;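 active = activation above a set limit, the screen-wide mean activation plus 3 SD, cut at about 8.5% in these data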;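 note: 100% = positive control agonist at 1 µM giving full maximal response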
5HT1a ag: agonists of human 5-HT1a serotonin receptor; P08908; CHO 5-HT1a Ga15 NFAT-bla reporter, FRET ratio; 0% basal, 100% maximal reference agonist; activation, % at 10 µM; 65,000 tested, 0.56% active; AID 567;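 active = activation above the screen-wide mean activation plus 3 SD, cut at about 19% in these data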;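 note: 0% = DMSO wells and 100% = 5-CT at EC100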
M1 agonist: M1 muscarinic receptor agonism | B-score at 10 µM | 64,000 tested, 3% active | CHO-M1 cells, Fluo-4 calcium fluorescence, agonist mode; hits give high values;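 active = fluorescence rise, raw or as B-score row- and column-corrected plate score, outside the 99.7% band of its plate's samples, either direction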
Jurkat tox 60K: cytotoxicity toward Jurkat cells. Jurkat E6.1 viability, ATP luminescence, 48 h. inhibition, % at 4 µM. 56,000 tested, 1.2% active;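 active = inhibition above the mean inhibition of all tested compounds plus 3 SD, cut at about 28% in these data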
M1 antagonist: antagonists of rat M1 muscarinic receptor. P08482. CHO-M1 cells, Fluo-4 calcium, ACh EC80 antagonist mode; hits give low values. B-score at 10 µM. 64,000 tested, 3.4% active. AID 628;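 active = calcium fluorescence response, raw or row-and-column corrected B-score, differing from the plate sample mean either way at a set confidence level, mostly lower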
* hit, by the source's call; . = no result given.

SMILES | S1P1 ag-PAM | 5HT1E antag | S1P3 agonist | 5HT1a antag | HTR1E agonist | 5HT1a ag | M1 agonist | Jurkat tox 60K | M1 antagonist
O=C1c2ccccc2C(=O)N1Cc1nc(-c2cccnc2)no1 | . | -5 | 0.0 | -15 | 0.8 | -1.5 | -0.43 | -1 | 0.0072
CCOC(=O)c1ccc(NC(=O)N(CC)CC)cc1 | . | -1 | . | -5 | -0.5 | 0.3 | -0.027 | . | 0.086
CCCn1c(=O)c2ccccc2n2c(SCCOc3ccc(Cl)cc3)nnc12 | -1 | 4 | -0.1 | 21 | -0.6 | -2.7 | 0.21 | 2 | 0.08
CCOCCCNC(=O)C(NC(=O)CNC(C)=O)c1ccc(Cl)cc1 (configuration not stated) | . | 2 | . | -1 | 0.3 | 0.3 | -0.085 | . | 0.68
Cc1cc(C)nc(NC2=NCC(=O)N2c2ccc3c(c2)OCCO3)n1 | . | 0 | -0.2 | 8 | -0.2 | -0.4 | -0.38 | 5 | -1.4
CCOc1ccc(C2NC(=O)c3ccccc3O2)cc1 (configuration not stated) | -23 | 7 | -0.2 | 18 | -0.6 | -3.7 | -0.0066 | 1 | 0.63
N#C[C@@H]1[C@@H]2C(=O)N(c3ccc4c(c3)OCCO4)C(=O)[C@@H]2C2c3ccccc3C=CN21 (some centres not stated) | 9 | 0 | -1.1 | 7 | 0.1 | -1.9 | 2.4 | 3 | -0.56
Clc1cccc2sc(N3CCCC3)nc12 | -28 | -17 | 1.1 | -4 | -0.5 | -5.8 | 0.84 | 4 | -0.36
COc1ccc(-c2onc3ccc(Cl)cc23)cc1OC | . | -7 | -0.9 | -13 | 0.5 | 1.8 | 1.7 | -4 | 0.26
COc1ccc2[nH]c(=O)c(CN(C(=O)C3CCCO3)c3ccc(C)cc3)cc2c1 (configuration not stated) | -31 | 4 | -0.7 | 3 | 0.1 | -1.9 | -0.6 | 4 | -0.09
Cn1c(=O)[nH]c(=O)c2c1nc(NCCCn1ccnc1)n2Cc1ccccc1 | -11 | -6 | -0.5 | -1 | 1.3 | -2.1 | 1.5 | 0 | -0.37
Cc1ccc(Cn2ccc(NC(=O)c3cc(-c4cccc(Cl)c4)on3)n2)cc1 | -14 | -6 | 0.1 | 5 | -0.5 | -3.8 | -0.0069 | -7 | 0.29
COc1ccc(N(CC(=O)N2CCC(C)CC2)S(=O)(=O)c2c(C)nn(C)c2C)cc1 | 3 | -8 | -0.3 | 0 | 0.4 | -2.1 | -0.034 | -4 | 0.38
O=c1ccc2cc(S(=O)(=O)Nc3ccc(F)cc3)ccc2o1 | 16 | -2 | -0.9 | -6 | -0.1 | 0.1 | -1.4 | 5 | 0.23
Cc1ccc(-c2nnn(CCC(=O)NC3CCCC3)n2)cc1 | -20 | 1 | -0.5 | 13 | -0.3 | -2.6 | 0.11 | 0 | -0.35
CC(=O)CC(C)(C)n1nnc(-c2ccccc2)n1 | 6 | 0 | -0.9 | 9 | -0.2 | 1.2 | -0.03 | 8 | -0.5
O=C(CSc1nc(-c2cccs2)cc(C(F)(F)F)n1)NCc1ccco1 | -1 | 4 | -1.0 | 4 | 0.5 | -3.3 | 0.39 | 6 | 0.21
CC(C)(C)c1ccccc1OCCCCCNCCO | -15 | -9 | -1.2 | -6 | 0.3 | -0.3 | -0.6 | 4 | 0.26
O=C(CCCCn1c(=O)[nH]c2ccccc2c1=O)NCCc1c[nH]c2ccccc12 | -23 | -8 | 0.3 | 7 | 8.1 | -2.0 | 3 | 7 | -0.12
Cc1ccc(S(=O)(=O)NCc2ccco2)c(C)c1C | 7 | 12 | 0.5 | 10 | -0.7 | -1.4 | 0.47 | 6 | -0.24
CCC(=O)Nc1cnc(NC(=O)c2cccc(F)c2)cc1C | . | 2 | . | -6 | 0.3 | -2.5 | -1.1 | . | 1.2
O=C(O)C1CCN(S(=O)(=O)N2CCOCC2)CC1 | . | -7 | . | 1 | -0.1 | -4.0 | 2.5 | . | -0.089
Cc1ccc(Nc2nc(C)cc(C)n2)c(Br)c1 | -9 | -3 | -0.4 | -7 | 1.2 | -0.1 | -0.51 | 0 | 0.097
Nc1ncnc2nc(SCC(=O)N3CCN(c4ccccc4)CC3)[nH]c12 | . | -6 | 0.3 | -8 | 0.1 | 0.7 | 0.13 | -2 | -0.85
CCc1nnc(NC(=O)CSc2nnc(Cc3ccccc3)n2Cc2ccccc2)s1 | 16 | -5 | -0.2 | -6 | -0.7 | 1.6 | -0.98 | -1 | 0.22
O=C(CSc1nc2scc(-c3ccco3)c2c(=O)n1-c1ccccc1)NCC1CCCO1 (configuration not stated) | . | -11 | . | 3 | -1.3 | -1.8 | -0.099 | . | 0.18
CCOC(=O)c1c(N)sc(C(=O)N(C)C)c1C | -10 | -6 | -0.3 | -2 | -0.2 | 3.8 | 0.078 | -7 | 0.52
O=C(CN(CC1CCCO1)C(=O)CCC(=O)Nc1nccs1)NCc1ccc2c(c1)OCO2 (configuration not stated) | -7 | 3 | 1.0 | -3 | 0.0 | -1.6 | -0.73 | 0 | -0.015
N#CC1(c2ccccc2)CCC(=NO)CC1 (configuration not stated) | 8 | 0 | -3.2 | . | -0.3 | 1.5 | 0.0035 | . | -0.61
Cc1ccc(N2CCN(C(=O)N3CCCC3)CC2)cc1Cl | -16 | 8 | -0.8 | -11 | 2.6 | -5.3 | -1.7 | 9 | 0.97

Already shown: an excerpt of the list.
SMILES | S1P1 ag-PAM | 5HT1E antag | S1P3 agonist | 5HT1a antag | HTR1E agonist | 5HT1a ag | M1 agonist | Jurkat tox 60K | M1 antagonist
N#CC1(c2ccccc2)CCC(=NO)CC1 (configuration not stated) | 8 | 0 | -3.2 | . | -0.3 | 1.5 | 0.0035 | . | -0.61
Cc1ccc(N2CCN(C(=O)N3CCCC3)CC2)cc1Cl | -16 | 8 | -0.8 | -11 | 2.6 | -5.3 | -1.7 | 9 | 0.97

Next part.
SMILES | S1P1 ag-PAM | 5HT1E antag | S1P3 agonist | 5HT1a antag | HTR1E agonist | 5HT1a ag | M1 agonist | Jurkat tox 60K | M1 antagonist
N#C/C(=C(/O)CN1C(=O)c2ccccc2C1=O)c1nc2ccccc2[nH]1 | -17 | -8 | -0.8 | 3 | -0.2 | -1.6 | -0.51 | -13 | 0.016
c1ccc(CCn2nnnc2C(c2cccs2)N2CCOCC2)cc1 (configuration not stated) | -10 | 3 | -1.7 | 17 | 0.0 | -1.1 | -0.31 | 2 | -0.076
CCCN1CCC(N2CCN(c3cccc(C(F)(F)F)c3)CC2)CC1 | -28 | -5 | 0.9 | 4 | 0.6 | 18 | -0.58 | -10 | -1.7
COc1cc(C)c(C)cc1S(=O)(=O)N1CCN(Cc2ccccc2)CC1 | -2 | 20 | -1.2 | -4 | -0.8 | -3.0 | -0.34 | 12 | 0.12
O=C1c2ccccc2C(=O)N1C/C=C/CN1C(=O)c2ccccc2C1=O | -35 | -14 | 2.5 | -4 | -0.8 | -0.3 | 2 | -8 | 1.4
CCOC(=O)N1CCN(c2ncnc3c2oc2nc(C)c4c(c23)CC(C)(C)OC4)CC1 | -6 | 2 | -1.1 | -6 | -0.2 | -0.4 | -0.11 | -4 | -0.1
CCCS(=O)(=O)N1CCCC(C(=O)N2CCC(Cc3ccccc3)CC2)C1 (configuration not stated) | -3 | -2 | -0.8 | 5 | -0.9 | -2.9 | -0.39 | 0 | -5.2*
COC(=O)CN(Cc1ccco1)S(=O)(=O)c1ccccc1 | 4 | -8 | -0.5 | -8 | -1.2 | -2.8 | 0.002 | -2 | 0.47
CSc1nnc(-c2ccc(O)cc2)n1C | 4 | -4 | 0.4 | -25 | -0.1 | 0.6 | -0.63 | -4 | 0.87
CCOC(=O)COc1ccc(S(=O)(=O)N2CCN(C(=O)OCC)CC2)cc1 | -12 | -9 | -1.2 | 1 | 0.1 | -0.4 | -0.14 | 0 | 0.31
Cc1ccc(OCCN2CCCCCC2)c(C)c1 | -12 | -2 | -0.1 | 0 | 0.4 | -2.1 | -0.023 | -3 | -0.36
CCc1ccc(-c2nc(-c3ccncc3)no2)cc1 | 76* | -6 | -0.8 | 2 | -0.3 | -0.1 | 0.2 | -7 | 0.65
CCn1c(N)c(C(=O)Nc2ccccc2C(=O)OC)sc1=S | -29 | -2 | -0.6 | 13 | 0.6 | 0.6 | 0.2 | -9 | -0.45
CSC1=C(C#N)C2(CCCC2)C(C#N)=C(N)N1 | -26 | 5 | -0.6 | -11 | -0.1 | -4.3 | -1.7 | 4 | -0.69
COc1ccc(OC)c(-n2nnnc2SCC(=O)NCc2ccc3c(c2)OCO3)c1 | -8 | -2 | 0.8 | -3 | -0.3 | -1.7 | 0.33 | 4 | 0.61
Cn1c(Cn2c(=O)sc3ccccc32)nnc1SCC(=O)NCc1ccccc1Cl | -2 | 0 | -0.5 | -12 | -0.8 | 0.7 | -0.96 | -1 | -0.68
CCc1nnc(NC(=O)CSc2nnc(COc3ccccc3)n2Cc2ccccc2)s1 | -22 | -1 | -0.1 | -1 | -0.5 | -0.6 | -0.046 | -4 | -0.11
O=c1[nH]c2ccc(S(=O)(=O)N3CCN(Cc4ccccc4)CC3)cc2[nH]c1=O | 0 | 1 | -0.9 | 0 | -1.1 | -0.1 | -0.19 | -8 | -0.57
O=C(O)c1ccc(NC(=O)c2cccs2)cc1 | -8 | 1 | -0.6 | 7 | -0.8 | -2.1 | -0.1 | 6 | -0.14
COc1ccc2ccc(Oc3ncccn3)cc2c1 | 8 | -4 | -0.9 | 2 | 0.5 | -3.4 | -0.42 | -2 | 1.2
COc1ccc(CNC(=O)NC2CCCCC2)cc1 | . | -11 | -0.3 | 9 | 0.1 | -1.7 | 1 | -9 | -0.19
CCOc1ccc(C2N(c3cc(C)on3)C(=O)C3CCCN32)cc1OC (configuration not stated) | 4 | 5 | -0.2 | 5 | -1.5 | -1.4 | 0.19 | 3 | -0.12
O=C(CSc1ncccc1C(=O)O)NCc1ccc(F)cc1 | 4 | 8 | -1.0 | 6 | -1.0 | -4.1 | 0.41 | 1 | 0.0064
CCOC(=O)c1c(NC(=O)COC(=O)Cn2cnc3ccccc32)sc(C)c1C | -9 | -11 | -0.1 | -7 | 1.1 | -0.7 | 0.019 | -4 | 1.3
CCOC(=O)c1ccc(NC(=O)CCc2ccc(C)o2)cc1 | -4 | -2 | 0.4 | -21 | -0.4 | 1.2 | -0.15 | -9 | -0.15
O=C(CNS(=O)(=O)c1cccc2nsnc12)NCc1ccc(Cl)cc1 | . | -8 | . | 0 | -0.6 | -0.6 | -1.6 | . | 0.53
COc1ccc(S(=O)(=O)Nc2ccc(S(=O)(=O)N3CCOCC3)cc2)cc1C | -30 | 1 | -0.7 | -3 | 5.3 | -3.7 | -0.33 | 0 | 0
COc1ccc(S(=O)(=O)N(C)c2ccc(C(=O)N3CCOCC3)cc2)cc1OC | -5 | 13 | 0.0 | 0 | -1.2 | 1.4 | . | 0 | .
CCC(C)NCC(O)COCc1ccc(Cl)cc1 (configuration not stated) | 5 | -4 | 0.2 | -3 | -0.1 | -3.7 | -0.43 | -8 | 0.0077
COC(=O)C1CCN(C(=O)Cc2ccc(Br)cc2)CC1 | 10 | -3 | -1.0 | 15 | -0.5 | -1.7 | -0.87 | 9 | -0.69
CCn1c(CC(=O)Nc2ccccc2)nnc1SCC(=O)Nc1ccccc1C(=O)OC | 7 | 15 | -1.1 | -3 | 0.1 | 0.8 | 0.36 | 7 | -1.3

Screens: PubChem, several laboratories

No enrichment for hits, and some 8.9% of all compounds hit somewhere here.
